All columns: NCI-60 one-dose screen, growth in % after 48 h at 10 µM unless noted; 100 = growth as untreated, 0 = no growth, -100 = all killed.
HOP-62: HOP-62 NSCLC; 80,000 tested, 3.9% active
RPMI-8226: RPMI-8226 leukemia cells; 77,000 tested, 7.5% active
EKVX: EKVX NSCLC | AID 1794765 | 71,000 tested, 3% active
HOP-92: HOP-92 NSCLC cells | 71,000 tested, 6.3% active
M14: M14 melanoma; 80,000 tested, 6.2% active; AID 1794745
CCRF-CEM: CCRF-CEM leukemia | 77,000 tested, 7% active
A549/ATCC: A549/ATCC NSCLC. 81,000 tested, 3.7% active. AID 1794740
MDA-MB-435: MDA-MB-435 melanoma. 82,000 tested, 7.8% active
An asterisk follows results filed as active; / = no result given; & = joins results of further samples; [ ] = another dose, or the depositor's remark. How the source made its calls: active means growth percent below 10; inactive means the rest.

SMILES	HOP-62	RPMI-8226	EKVX	HOP-92	M14	CCRF-CEM	A549/ATCC	MDA-MB-435
O=c1[nH]c(=S)[nH]c2nc(/C=C/c3ccccc3)c(/C=C/c3ccccc3)nc12	97	104	103	89	96	98	104	105
N#Cc1c(-c2ccccc2)nc2c(c(-c3ccc(Cl)cc3)nn2-c2ccccc2)c1-c1ccc(O)cc1	103	109	100	108	108	105	102	103
COc1ccc(Nc2nc(SCC(C)C)nc(-c3ccc(F)cc3)c2C#N)cc1	74	88	69	77	49	33	63	9.5*
Cc1cc(C)c(C(=O)c2ccccc2Br)c(C)c1	83	71	95	97	/	106	112	94
O=C(COc1ccc(NC(=O)Nc2ccc(Cl)c(Cl)c2)cc1)N=Nc1c(O)[nH]c2ccccc12	-53*	2.9*	19	-41*	-76*	37	-36*	-64*
COc1ccc(C2=C3C(=O)N(Cc4ccccc4)c4ccccc4C3c3c(C)nn(-c4ccccc4)c3N2)cc1 (stereo not drawn)	114	86	/	89	102	96	83	102
O=c1c2ccccc2c2ccccc2c(=O)n1-c1ccc(NC(=S)Nc2ccccc2)cc1	109	102	99	101	109	96	102	105
CCOC(=O)/C(=C\c1cccc(Br)c1)C(C)=O	109	94	/	/	103	88	110	103
C=CCn1c(C)nc2cc(Nc3nc(N4CCCC4)nc4nc[nH]c34)ccc21	51	30	/	-40*	29	84	46	9.2*
C=C1N(C)c2ccccc2C1(C)C	78	/	44	65	80	/	51	81
CCOC(=O)CN(c1sc(C)c(C)c1C(=O)OCC)S(=O)(=O)c1ccc(C)cc1	94	98	101	85	107	94	92	102
COc1cccc(C(Cc2ccccc2)NCc2ccccc2)c1O (stereo not drawn)	72	86	84	72	67	92	92	83
O=C(O)CONC(=O)c1ccccc1	98	103	80	85	109	96	95	106
Cc1ccc(NC(=O)CSc2nnc3n(Cc4ccccc4)c(=O)c4c(C)c(C(N)=O)sc4n23)cc1	-7.5*	/	92	/	61	/	78	32
Cn1cc(-c2nnc(N)nc2-c2c[nH]c3ccc(F)cc23)c2cc(Br)ccc21	31	5.9*	28	56	-6.1*	-4.2*	39	3.8*
CCCCc1nnc(NS(=O)(=O)c2ccc(C)cc2)s1	91	100	/	/	103	96	/	103
C#Cc1cccc(NC(=O)c2ccc(NC(=O)CCl)cc2)c1	11[8.25 µM]	2.3*[8.25 µM]	104[8.25 µM]	-58*[8.25 µM]	-61*[8.25 µM]	12[8.25 µM]	59[8.25 µM]	-4.3*[8.25 µM]
CCCCCCCC(=O)Oc1ccc2c(c1)OCO2	93	101	103	89	100	94	95	115
O=C1NCCc2c1noc2-c1ccccc1	95	113	98	104	101	109	80	106
CC1(C)CC[C@]2(C(=O)N3CCOCC3)CC[C@]3(C)C(=CC[C@@H]4[C@@]5(C)CC[C@H](NCO)C(C)(C)[C@@H]5CC[C@]43C)[C@H]2C1	-74*	-39*	-88*	-64*	-85*	-34*	-86*	-96*
O=c1[nH]cnc2c1ncn2Cc1ccc([N+](=O)[O-])cc1	101	104	80	88	109	98	100	85
O=c1oc2cc(OS(=O)(=O)c3ccc(F)cc3)ccc2c2c1CCCCCC2	111	61	/	82	72	66	81	86
O=S(=O)(c1ncsc1-c1ccccc1)N1CCOCC1	99	100	95	100	101	105	102	97
C[C@]12C=CC(=O)C=C1CCC1C2[C@@H](O)C[C@@]2(C)C1CC[C@]2(O)C(=O)COC(=O)CCC(=O)O (stereo partly drawn)	121	64	74	87	106	61	71	100
Cn1ncc2cc(CN3CCO[C@H](COc4ccccc4)C3)ccc21	98	94	95	90	101	103	99	102
CN(C)CCn1cc(-c2ccc3c(Nc4ccc(CC(=O)Nc5cccc(F)c5)cc4)ncnc3c2)cn1	-23*[30 µM]	/	-35*[30 µM]	-29*[30 µM]	/	-19*[30 µM]	-41*[30 µM]	-72*[30 µM]
CC(=O)[C@@H]1CC[C@]2(COS(=O)(=O)c3ccc(C)cc3)CC[C@]3(C)[C@H](CC[C@@H]4[C@@]5(C)CCCNC(C)(C)[C@@H]5CC[C@]43C)[C@@H]12	87	46	94	58	79	/	70	52
N#Cc1ccc(-c2ccc(-c3cccs3)o2)cc1F	36	71	/	50	88	/	/	95
c1cc[n+](C2c3ccccc3C([n+]3ccccc3)c3ccccc32)cc1 (stereo not drawn)	38	/	48	21	96	-42*	79	79
O=C(O)COc1cccc(C(=O)/C=C/c2ccc3c(c2)OCO3)c1	101	110	107	111	104	101	99	108
CO/C(=C\c1ccc(O)cc1)C(=O)N/C=C/c1cc(Br)c(O)c(Br)c1	92	72	71	121	85	57	69	88
CN1C(=O)N(C)C2Nn3c(s/c(=C\c4cccs4)c3=O)=NC21 (stereo not drawn)	105	105	102	102	/	107	99	97
O=C(CCCOc1ccc(Cl)cc1Cl)Nc1ncc(Cc2cccc(Cl)c2Cl)s1	100	102	99	111	104	106	96	94
Fc1ccc(NCc2nnc(-c3ccc(Cl)cc3)o2)cc1	85	54	77	67	78	75	66	95
O=c1oc2c(cnc3ccccc32)cc1-c1ccsc1	92	97	95	82	101	95	105	102
CC1(C)CC(=O)C2=C(C1)N(c1ccc(F)cc1F)C(N)=C(C#N)C2c1ccc(F)c(Br)c1 (stereo not drawn)	108	100	97	115	109	105	100	101
Cc1ccc2[nH]c3ccccc3c2c1	113	106	108	100	110	93	102	101
O=C1C=CC(=Nc2ccccc2)O1	103	95	109	123	100	94	100	95
Nc1nc(Nc2ccccc2SSc2ccccc2Nc2nc(N)nc(-c3cccc(Cl)c3)n2)nc(-c2cccc(Cl)c2)n1	7.8*	90	91	105	95	68	-25*	101
CCOC(=O)C(Nc1ccc(F)cc1)c1ccc(N)cc1 (stereo not drawn)	103	97	/	101	97	84	92	103

5 entries picked at random from those above:
SMILES	HOP-62	RPMI-8226	EKVX	HOP-92	M14	CCRF-CEM	A549/ATCC	MDA-MB-435
CCCCc1nnc(NS(=O)(=O)c2ccc(C)cc2)s1	91	100	/	/	103	96	/	103
N#Cc1ccc(-c2ccc(-c3cccs3)o2)cc1F	36	71	/	50	88	/	/	95
Cc1ccc2[nH]c3ccccc3c2c1	113	106	108	100	110	93	102	101
C=CCn1c(C)nc2cc(Nc3nc(N4CCCC4)nc4nc[nH]c34)ccc21	51	30	/	-40*	29	84	46	9.2*
O=C(COc1ccc(NC(=O)Nc2ccc(Cl)c(Cl)c2)cc1)N=Nc1c(O)[nH]c2ccccc12	-53*	2.9*	19	-41*	-76*	37	-36*	-64*

The results go on:
SMILES	HOP-62	RPMI-8226	EKVX	HOP-92	M14	CCRF-CEM	A549/ATCC	MDA-MB-435
O=C1c2ccccc2C(=O)c2c1c(C(=O)c1ccccc1)c1ccccn21	92	93	104	80	94	90	77	108
Nc1ncnc(N)c1NC(=O)c1ccc(OCc2ccccc2)cc1	104	105	/	106	108	98	103	109
O=C(/C=C/c1ccc(-c2ccccc2)cc1)c1ccccc1	112	102&80	102	108&119	98&96	93	90&90	111&95
Nc1c(C(=O)N2c3ccccc3Sc3ccccc32)sc2nc3c(cc12)CCCCCC3	78	101	94	101	106	66	88	99
Cc1cc(C(=O)CC(=O)C(F)(F)C(F)(F)C(F)(F)F)c(C)o1	/	93	99	/	104	99	106	96
CCCCCS(=O)(=O)Nc1ccc(C(=O)O)cc1	98	/	100	105	101	/	87	106
CCCCNC(=O)c1ccc(OCC)cc1	101	99	103	93	100	95	99	103
CC(=O)C1CCC2C(CCC3=CC(=O)CCC32)C1 (stereo not drawn)	103	98	40	80	94	102	95	110
CN(Cc1cc(Cl)cc(Cl)c1O)Cc1cc(Cl)cc(Cl)c1O	55	71	84	92	71	49	61	68
O=C1CCCCC1c1ccccc1 (stereo not drawn)	96	105	102	110	94	116	73	109
COc1ccc(/C=C2\C(=O)N(c3nc(-c4c(O)cc(C)oc4=O)cs3)N=C2C)cc1	107	99	96	92	108	74	94	103
O=C(Nc1cc(F)ccc1C1=NCC(CO)O1)c1ccccc1 (stereo not drawn)	102	102	91	116	103	98	85	102
COc1ccccc1N(C(C)=O)C1=C(Cl)C(=O)c2ccccc2C1=O	39	-19*	10	-15*	12	-17*	8.4*	-13*
Nc1ccc2oc(-c3ccc(F)cc3Cl)nc2c1	116	/	81	114	111	86	101	100
Cc1cc(-c2ccccc2)nc2ccccc12	80	83	81	96	97	85	90	109
COC(=O)[C@@H](Cc1ccccc1)n1cc(COC(=O)c2cccc3c(=O)c4ccccc4n(Cc4cn([C@H](Cc5ccccc5)C(=O)OC)nn4)c23)nn1	95	90	101	64	105	97	103	101
Clc1ccccc1I	92	101	99	104	100	106	98	109
COC(=O)c1nc(=S)[nH]c(C(=O)OC)c1C(=O)c1ccc([N+](=O)[O-])cc1	136	109	106	93	124	103	121	111
c1ccc2cc(-c3cnc4nonc4n3)ccc2c1	77	/	79	/	51	31	72	55
COc1cc2c3c(c1O)-c1ccccc1[C@@H]1OC(=O)N(CC2)[C@@]31C	101	84	79	75	112	78	86	100
COc1ccc2c(c1)CCNC21C(=O)N(Cc2ccc(C)cc2)c2ccccc21 (stereo not drawn)	83	95	72	83	95	94	86	103
C/C=C\CCC(=O)c1ccccc1	93	103	109	80	106	100	85	110
Cn1cc(/C=C(/SS/C(=C/c2cn(C)c3cccc(C(=O)O)c23)C(=O)O)C(=O)O)c2c(C(=O)O)cccc21	103	105	98	/	115	106	100	98
CCn1c(Cc2ccccc2Nc2c(Cl)cccc2Cl)nnc1SCC(=O)Nc1ccc(Cl)cc1	65	62	/	70	54	81	46	73
COc1ccc2c(c1)c(-c1nc(N)nnc1-c1cn(C)c3ccccc13)cn2C	96	105	93	103	100	97	99	98
COc1ccc(-c2cc(C(=O)NCc3ccccc3)nn2-c2ccc(S(C)(=O)=O)cc2)cc1OC	100	87	98	73	111	101	94	105
CCC1=CCC[C@@]2(C)CCC[C@@]3(C)CCCC(C)(C)[C@]1([O-])[O+]32	104	98	/	88	101	127	103	103
Cn1c(=O)c2cc(C(=O)NCCCN3CCCCCC3)sc2c2ccccc21	104	49	/	45	87	38	86	96
O=C(Cc1c[nH]c2ccccc12)N=Nc1c(O)n(Cc2ccccc2)c2ccccc12	92	/	97	112	105	97	99	101
COC(=O)C/C=N\Nc1cc(=O)[nH]c2ccccc12	98	108	107	89	100	/	100	99
Cn1ccnc1C(=O)/C=C/c1ccc(CNC(=O)c2ccc(F)cc2)cc1	42	13	54	62	/	13	28	44
CCOc1cccc([N+](=O)[O-])c1	91	104	101	100	98	112	/	101
CCCn1c(NC(=O)c2cccc([N+](=O)[O-])c2)nc2ccccc21	53	52	50	91	50	34	43	73
c1ccc(CN2c3nc4ccccc4cc3Sc3cc4ccccc4nc32)cc1	84	104	92	73	102	101	/	102
COc1ccc2nc(C)cc(OCC(=O)NCc3ccccc3)c2c1	107	110	91	100	100	124	110	101
CO[C@H]1C[C@@H]2CC[C@@H](C)[C@@](O)(O2)C(=O)C(=O)N2CCCC[C@H]2C(=O)O[C@H]([C@H](C)C[C@@H]2CC[C@@H](OC(=O)C(C)(CO)CO)[C@H](OC)C2)CC(=O)[C@H](C)/C=C(\C)[C@@H](O)[C@@H](OC)C(=O)[C@H](C)C[C@H](C)\C=C/C=C/C=C/1C	22	11	37	9.4*	32	16	22	33
COc1ccc(N=Nc2c(N)nn3c(-c4ccc(Cl)cc4)ccnc23)cc1	95	95	84	98	103	87	107	104
O=C(O)CCn1c(-c2ccc(Cl)cc2)nc(-c2ccccc2)c1-c1ccccc1	96	96	100	87	106	88	90	108
C[C@]12CCC(=O)C=C1CCC1C2[C@@H](O)C[C@@]2(C)C1CC[C@]2(O)C(=O)CO (stereo partly drawn)	101	/	81	75	98	63	68	100
COc1ccc(-c2nc3sc4cc(OC)ccc4n3c2-c2nc3ncc(Br)cc3[nH]2)cc1	118	88	/	92	87	87	91	81
COc1cc(C(=O)CBr)c(OC)cc1C	102	112	108	109	106	105	97	104
CN(C)C(=S)SCCC(=O)O	100	103	104	93	103	113	98	100
CCOC(=O)C1=C(C)NC(C)=C(C(=O)OCC)C1c1cccc(C#N)c1	93	95	95	90	100	97	96	57
CC(=O)Oc1ccccc1C(=O)O	101&101&114	106&101&107	105&122&118	114&108&96	104&100&102	107&120&96	95&95&127	98&106&122
CCOc1cc(/C=N/N2CCCCCC2)ccc1O	105	/	101	89	98	101	96	114
CCOC(=O)C[C@@H]1C(=O)N2CC[C@@]3(C(=O)Nc4ccccc43)[C@@H]2C[C@H]1C(=O)OCC	99	101	92	105	95	101	101	98
COc1ccc(CNC(=O)Nc2sc3c(c2C#N)CCCC3)cc1	105	91	90	117	98	/	94	85
COc1cc(/C=N/NC(=O)c2ccccc2Nc2cccc(C(F)(F)F)c2)cc(OC)c1OC	133	236	53	/	177	/	15	-34*
CC(C)(C)NC(=O)C(OC(=O)C1CCc2cc(F)ccc2O1)c1ccccc1Cl (stereo not drawn)	94	99	96	89	95	93	99	106
COc1ccc(Cn2nc3c(c2-c2ccc(OC)c(OC)c2)-c2oncc2CC3)cc1	98	/	90	54	113	89	96	88

Whole records from above. Order of values: HOP-62	RPMI-8226	EKVX	HOP-92	M14	CCRF-CEM	A549/ATCC	MDA-MB-435
Entry for `COc1cc(C(=O)CBr)c(OC)cc1C` → 102	112	108	109	106	105	97	104
Entry for `COc1ccc(CNC(=O)Nc2sc3c(c2C#N)CCCC3)cc1` → 105	91	90	117	98	/	94	85

Structures listed so far with a furan ring, fused or not:
SMILES	HOP-62	RPMI-8226	EKVX	HOP-92	M14	CCRF-CEM	A549/ATCC	MDA-MB-435
N#Cc1ccc(-c2ccc(-c3cccs3)o2)cc1F	36	71	/	50	88	/	/	95
Cc1cc(C(=O)CC(=O)C(F)(F)C(F)(F)C(F)(F)F)c(C)o1	/	93	99	/	104	99	106	96
